TbREL1 inh = TbREL1 RNA ligase inhibitors, primary screen, biochemical, FRET fluorescence. TbREL1 RNA ligation. inhibition, % at 9.66 µM. hit rate 0.49% among 89,000. AID 1117264, 2014;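 active = inhibition above the mean inhibition across all screened compounds plus 3 SD, cut at about 11% in these data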;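 also: 0% = plate median of test wells and 100% = NSC42067 control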
Target sequence (P86926 whole entry, looked up): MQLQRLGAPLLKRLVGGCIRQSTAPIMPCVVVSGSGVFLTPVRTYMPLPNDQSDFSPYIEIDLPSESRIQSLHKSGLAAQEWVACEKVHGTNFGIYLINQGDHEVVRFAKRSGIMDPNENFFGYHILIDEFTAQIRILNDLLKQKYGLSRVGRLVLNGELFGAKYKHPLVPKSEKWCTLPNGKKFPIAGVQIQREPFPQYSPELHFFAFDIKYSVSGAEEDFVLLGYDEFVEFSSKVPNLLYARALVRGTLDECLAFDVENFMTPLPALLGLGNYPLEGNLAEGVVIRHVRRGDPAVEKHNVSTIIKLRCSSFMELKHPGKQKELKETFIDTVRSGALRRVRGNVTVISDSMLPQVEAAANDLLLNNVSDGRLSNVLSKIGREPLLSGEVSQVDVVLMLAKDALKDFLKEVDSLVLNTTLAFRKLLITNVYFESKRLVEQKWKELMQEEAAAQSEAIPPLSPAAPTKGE
The depositor's hits bear a star. The list is partial. The share of hits here may be higher or lower than overall.

SMILES | TbREL1 inh
CCn1c(SCC(=O)N2CCCC2)nnc1-c1ccc(S(=O)(=O)N2CCCCCC2)cc1 | -1
COc1ccc(NC(=O)NNC(=O)C(C)Oc2ccc3ccccc3c2)cc1 (stereo not given) | -5
CCOC(=O)N1CCC(N2Cc3cccc(C(=O)Nc4c(C)cccc4CC)c3C2=O)CC1 | -1
Cc1cccc2c1-c1sc(C(=O)N3CCCCC3)cc1CO2 | -2
COc1ccc(C2C(C(=O)Nc3ccc(F)cc3F)CCC(=O)N2c2ccc(OC)cc2)cc1 (stereo not given) | 3
CCOc1ccccc1C1CC(c2ccc(F)cc2)Nc2nc(N)nn21 (stereo not given) | 1
CSc1ncccc1C(=O)OCC(=O)Nc1ccc(N2CCOCC2)cc1 | -3
CCOC(=O)c1ccccc1NC(=O)c1cncc(Br)c1 | 1
Cc1ccc(S(=O)(=O)NC[C@@H]2C[C@H](c3ccccc3)ON2S(=O)(=O)c2ccc(C)cc2)cc1 | 2
CCOc1ccccc1OCCOc1ccccc1OC(C)C | -2
O=C(COC(=O)CCOc1ccccc1)NCCc1ccccc1 | -1
Cc1ccc(OCc2ccc(C(=O)N3CCCC3)o2)cc1C | 2
O=C(CCN1CCN(CCO)CC1)Nc1ccc(OCc2ccccc2)cc1 | 4
Cc1ccccc1NC(=O)[C@@H]1CCCN1S(=O)(=O)c1cccc2cccnc12 | -5
COc1ccccc1CN1C(=O)[C@@H]2C(CC(N)=O)NC3(C(=O)Nc4c3ccc(Cl)c4C)[C@@H]2C1=O (stereo not given in full) | 7
Cc1ccc(NC(=S)NNC(=S)Nc2ccc(C)cc2C)cc1 | -1
COc1ccc(N2CCN(C(=O)C(CCSC)N=C3NS(=O)(=O)c4ccccc43)CC2)cc1 (stereo not given) | -4
COc1cccc(OCc2ccc(Cl)cc2)c1C#N | 6
Cc1ccc(S(=O)(=O)N2CCN(CC(=O)N3CCOCC3)CC2)cc1 | 0
CCOC(=O)N/N=C/C=C/c1ccccc1 | 5
CC(NCc1ccc(S(N)(=O)=O)cc1)C(=O)Nc1cc([N+](=O)[O-])ccc1Cl (stereo not given) | -2
COc1ccc([C@H]2CC(=O)C=C(c3ccccc3)C2)cc1OC | 0
N/C(=N\OC(=O)Cc1ccc(-c2ccccc2)cc1)c1cccnc1 | 2
Cc1noc(C)c1COc1ccc(C(=O)OCC(=O)NC(=O)C2COc3ccccc3O2)cc1 (stereo not given) | 0
O=C(/C=C/c1ccccc1)C1=C(O)C(=O)N(CCO)C1c1ccc2c(c1)OCO2 (stereo not given) | 2
O=C(Nc1ccc(F)cc1F)C1CCCN1S(=O)(=O)c1cccnc1 (stereo not given) | -1
O=C(Nc1ccc(F)cc1)OCc1cn(Cc2ccccc2Cl)nn1 | -2
O=C(c1ccncc1)c1ccc(Br)cc1 | 3
Cc1ccc(-c2nc(CSCC(=O)N3CCOCC3)c(C)o2)cc1 | -1
Cc1ccc(-c2nc3ccccc3[nH]2)cc1NC(=O)c1sc2ccccc2c1Cl | 1
Cc1cc(C)c(NC(=O)CNC(=O)Cc2ccc(S(=O)(=O)N3CCOCC3)s2)c(C)c1 | -1
Cc1cccc(CSc2nnc(-c3ccccn3)n2N)c1 | -1
COc1ccc(-n2c3c(c(=O)[nH]c2=O)C(NC(=O)c2ccncc2)(C(F)(F)F)C(=O)N3)cc1 (stereo not given) | 6
CC(CCOC1=NS(=O)(=O)c2ccccc21)NC(=O)C(=O)Nc1ccccc1 (stereo not given) | -3
C/C(N)=C(/C#N)C(=O)COC(=O)c1cc(C)n(-c2ccc(F)cc2)c1C | -5
C=C1CCN(c2ccc(C(=O)NCc3ccc(OC)cc3)cc2[N+](=O)[O-])CC1 | 0
Cc1ccc(NC(=O)CSCC#N)cc1Cl | 1
CC1(C)COC(=S)N1CCC#N | 0
CC(=O)/C(C=Nc1noc(C)c1Br)=C(\C)O | 1
CC(C)(C)OC(=O)N1CCC[C@H]1c1nnc(SCc2ccc(Cl)cc2Cl)o1 | 1

In the list so far, these contain a Cl atom.
SMILES | TbREL1 inh
COc1ccccc1CN1C(=O)[C@@H]2C(CC(N)=O)NC3(C(=O)Nc4c3ccc(Cl)c4C)[C@@H]2C1=O (stereo not given in full) | 7
COc1cccc(OCc2ccc(Cl)cc2)c1C#N | 6
CC(NCc1ccc(S(N)(=O)=O)cc1)C(=O)Nc1cc([N+](=O)[O-])ccc1Cl (stereo not given) | -2
O=C(Nc1ccc(F)cc1)OCc1cn(Cc2ccccc2Cl)nn1 | -2
Cc1ccc(-c2nc3ccccc3[nH]2)cc1NC(=O)c1sc2ccccc2c1Cl | 1
Cc1ccc(NC(=O)CSCC#N)cc1Cl | 1
CC(C)(C)OC(=O)N1CCC[C@H]1c1nnc(SCc2ccc(Cl)cc2Cl)o1 | 1

7 entries out of the list above, ordered by the number in TbREL1 inh, low to high:
| Molecule | TbREL1 inh |
| --- | --- |
| CC(CCOC1=NS(=O)(=O)c2ccccc21)NC(=O)C(=O)Nc1ccccc1 (stereo not given) | -3 |
| CCOc1ccccc1OCCOc1ccccc1OC(C)C | -2 |
| O=C(COC(=O)CCOc1ccccc1)NCCc1ccccc1 | -1 |
| Cc1noc(C)c1COc1ccc(C(=O)OCC(=O)NC(=O)C2COc3ccccc3O2)cc1 (stereo not given) | 0 |
| CCOC(=O)c1ccccc1NC(=O)c1cncc(Br)c1 | 1 |
| O=C(CCN1CCN(CCO)CC1)Nc1ccc(OCc2ccccc2)cc1 | 4 |
| CCOC(=O)N/N=C/C=C/c1ccccc1 | 5 |

Additional entries follow:
SMILES | TbREL1 inh
CC(C)c1ccc2c(c1)CCC1C(C)(CN)CCCC21C (stereo not given) | 10
Cc1noc(C)c1S(=O)(=O)Nc1cccc(CO)c1 | 2
O=C(COC(=O)c1ccncc1)Nc1cc(S(=O)(=O)N2CCOCC2)ccc1Cl | -1
CCN1C(=O)[C@H]2[C@@H](c3ccc(C)cc3)N3C(=O)N(c4cccc(Cl)c4)C(=O)[C@@]3(CC(C)C)[C@H]2C1=O | -2
COc1ccc(C(=O)Nc2ccc(NC(=O)c3ccccc3OC)nc2)cc1 | 3
COc1ccc(C2CC(c3ccccc3)=NN2C(=O)COC(=O)c2cc(S(=O)(=O)N3CCOCC3)ccc2Cl)cc1 (stereo not given) | 1
CCCC(=O)Nc1cc(C(=O)O)ccc1Sc1ccc(C)cc1 | 2
O=C(NCc1cccs1)C1CCN(S(=O)(=O)c2cccc3ccccc23)CC1 | 7
C=CCn1c(=O)c2c3c(sc2n2c(Nc4ccccc4)nnc12)CCCC3 | 6
S=C1N(c2ccccc2)C(c2ccc(Br)cc2)N2CCCN12 (stereo not given) | 0
Cc1cccc(C)c1OCC(=O)OC/C(O)=C(\C#N)c1nc2ccccc2[nH]1 | -2
Cc1ccc(-c2csc(N3CCC[C@@H]3C(=O)NCCn3c(C(F)(F)F)nc4ccccc43)n2)cc1 | -3
O=C(O)c1cccc(NS(=O)(=O)c2cc(S(=O)(=O)c3ccc(Cl)cc3)ccc2Cl)c1 | -3
CCc1nc(SCC(=O)NCCc2ccccc2)c2oc3ccccc3c2n1 | 1
c1ccc(CCn2nnnc2C(c2cccnc2)N2CCN(c3ccccc3)CC2)cc1 (stereo not given) | 0
O=c1cc(C(F)(F)F)[nH]c(=O)n1C1CCCCC1 | 4
CSCCCNC(=O)Cn1nc(Cc2ccncc2)c2ccccc2c1=O | -4
Cc1cc(C(=O)OC(C)C(=O)NC2CCCCC2C)c(C)o1 (stereo not given) | 3
CCc1ccc(OCc2nc(-c3ccccn3)no2)c(Br)c1 | -2
CN1C[C@@H]2C(c3ccccc3)C3(c4ccccc4)CC2(C3)[C@H]1c1ccccc1 (stereo not given in full) | 1
Cc1ccc(S(=O)(=O)NCCC(=O)Nc2cc(S(=O)(=O)N(C)C)ccc2C)cc1C | -1
CCOc1cccc2sc(=NC(=O)CCS(=O)(=O)c3ccccc3)n(CC)c12 | 5
COc1ccccc1N1CCN(S(=O)(=O)c2cc(-c3cc(C)no3)ccc2C(C)C)CC1 | 2
COc1ccc(CNC(=O)CN(Cc2ccc(OC)cc2)C(=O)c2csnn2)cc1 | 1
Cc1ccc(C)c(N2CCN(C(=O)Cn3cccc3)CC2)c1 | -3
Cc1ccc(-n2c(SCC(=O)Nc3ccc4c(c3)OCCO4)nnc2-c2ccccn2)cc1 | -5
O=C(COC(=O)c1ccc(S(=O)(=O)N2CCCCC2)cc1)NCc1ccccc1 | 1
O=C(OCC(=O)N1CCN(S(=O)(=O)c2ccc(Cl)cc2)CC1)C1CC1 | 2
COc1nc(-c2ccccc2)ncc1S(=O)(=O)c1ccccc1 | -3
O=C(NCCN1CCC(Cc2ccccc2)CC1)C1CCCN(S(=O)(=O)c2ccc([N+](=O)[O-])cc2)C1 (stereo not given) | 5
O=C(COC(=O)/C=C/c1cccc(F)c1)Nc1ncccn1 | 1
Clc1ccc(-c2cnc3n2CCC3)cc1 | 0
CC(C)(C)n1c(O)c2ccc(C(=O)N=NC(=O)c3ccccc3)cc2c1O | -1
CCOC(=O)C1(C)CCN1C(=O)c1cc(OC)ccc1Br (stereo not given) | -1
Cc1nnc(SCC(=O)Nc2ccc3c(c2)COC3=O)n1-c1ccccc1 | 4
CCSC1=C(C#N)C(c2cccc(O)c2)CC(=O)N1 (stereo not given) | 6
COC(=O)C(C(=O)OC)c1ncc(C(F)(F)F)cc1Cl | -1
O=C(Oc1c(Cl)cc(Cl)c2cccnc12)N1CCOCC1 | 1
CCNc1nc(C)nc2c1oc1ccccc12 | 0
O=C1CCCC(=O)C1C(c1ccc(Cl)cc1)C1C(=O)CCCC1=O | -1
CCOC(=O)Cc1cnc(NC(=O)CSc2nc(C(C)C)cc(=O)[nH]2)s1 | -1
CCOC(=O)c1cn(CC)c2ccc(S(=O)(=O)N3CCC(C)CC3)cc2c1=O | 6
CCN1C(=O)[C@H]2[C@@H](c3ccc(-c4ccc(OC)cc4)c(OC)c3)N[C@@](Cc3ccccc3)(C(=O)OC)[C@H]2C1=O | 0
CCN(C(=O)COC(=O)CCc1ccccc1)c1ccccc1 | 3
CC(C)c1ccc(NC(=O)c2n[nH]c(=O)c3ccccc23)cc1 | -1
CC(=O)N1CCN=C1SCc1ccccc1 | -3
C#CCOCCOCCOCCNc1nc(N2CCN(C(=O)[C@H](CC(N)=O)n3cc(C(N)[C@@H](C)CC)nn3)CC2)nc(N2CCN(C(=O)[C@H](CCC(=O)O)n3cc([C@@H](N)CCCCN)nn3)CC2)n1 (stereo not given in full) | 3
Cc1cccc(C)c1NC(=O)N1CCN(c2nc3ccccc3s2)CC1 | -1
COC(=O)Cc1csc(Nc2ccccc2Cl)n1 | 3
CCOC(=O)C1=NN(c2ccccc2)C(=O)C1 | -5
Cn1c(SCC(=O)NC(C)(C)C)nnc1-c1cccc(NC(=O)c2ccccc2F)c1 | 3
CN(C)S(=O)(=O)Oc1cccc(C(=O)Nc2ccc(Cl)cc2)c1 | 2
Cc1cc(S(=O)(=O)Nc2ccc(C(=O)NCCN3CCOCC3)cc2)ccc1F | -1
CCOC(=O)CN1C(=O)N[C@@H](c2cccc(C(F)(F)F)c2)[C@@H](C(=O)OC)[C@H]1C | -2
CN(C)c1ccc(C2NCC(CCl)O2)cc1 (stereo not given) | 0
COc1ccc(-c2cc(=O)c3ccccc3n2C)cc1 | 3
CC(C)(C#N)NC(=O)C1CCCN1S(=O)(=O)c1ccc2ccccc2c1 (stereo not given) | 0
COc1cc(C(=O)NCC2CCCO2)ccc1OCc1ccc(Cl)cc1 (stereo not given) | -1
COc1ccc(C(=O)OCC(=O)c2ccccc2)cc1S(=O)(=O)N1CCOCC1 | -3
CCOC(=O)c1sc(NC(=O)/C=C/c2ccc(F)cc2)nc1C | 3
Next part.
SMILES | TbREL1 inh
CCC(=C/c1sc2ccc3ccccc3c2[n+]1C)/C=C1\Sc2ccc3ccccc3c2N1C | -3
O=C(NCc1ccc(Cl)cc1)C1CCCN(c2ncccn2)C1 (stereo not given) | -1
O=C(CN1C(=O)S/C(=C\C=C\c2ccccc2)C1=O)NC1CCS(=O)(=O)C1 (stereo not given) | -2
CN(C)CC(C)(C)CNC(=O)c1cc(=O)c2ccccc2o1 | 4
COC(=O)[C@H](CCSC)NC(=O)Nc1ccc(C)cc1 | 1
COc1ccc(/C=N/Nc2cc(C)nc(N3CCOCC3)n2)cc1OC | -3
Cc1ccc2cccc(N)c2n1 | -6
CC1CCCC(NC(=O)c2cc(S(=O)(=O)N3CCCCC3)ccc2Cl)C1C (stereo not given) | 0
Cc1cccc(NC2SC(=O)N(CC(=O)O)C2=O)c1 (stereo not given) | 0
CCOC(=O)C1=C(C)NC(=O)NC1c1c(O)ccc2ccccc12 (stereo not given) | 2
COc1ccc(N(C(=O)C(C)C)S(=O)(=O)c2cccc([N+](=O)[O-])c2)cc1 | 1
Cc1ccc(CSCCNS(=O)(=O)c2ccc(C)cc2)cc1 | 0
O=C(Cc1ccc(S(=O)(=O)N2CCOCC2)s1)N1CCN(S(=O)(=O)c2ccccc2F)CC1 | 1
OCCN1CCN(Cc2cc(Br)cc(Br)c2O)CC1 | 4
CCN(CC(=O)NCc1cccs1)C(=O)c1cccc(S(=O)(=O)N(C)C)c1 | -1
O=C(Nc1cc(C(F)(F)F)ccc1N1CCOCC1)c1ccc(Cl)nc1 | -2
COc1ccc(OC)c(C(=O)CSc2nnc(SCc3cccc4ccccc34)s2)c1 | -4
CC1CCC2(CC1)NC(=O)N(CC(=O)c1ccc(Cl)s1)C2=O (stereo not given) | 2
CC(C)n1ncc2c(C(=O)N3CCN(Cc4ccc(Cl)s4)CC3)cc(C3CC3)nc21 | -2
CC1(C)CC(=O)C2=C(C1)N(CC1CCCO1)C(=O)C2(NC(=O)c1cccnc1)C(F)(F)F (stereo not given) | -1
